LYPLA2 counter – blocks human lysophospholipase 2, a PME1 counter-screen | O95372 | recombinant LYPLA2, FP-Rh probe fluorescence polarization | inhibition, % at 5.9 µM | actives 0.38% (n = 320,000) | AID 2177;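 active means inhibition above the screen-wide mean plus 3 SD, limit set per campaign, cut at about 26% in these data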;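 further: 0% = LYPLA2 with DMSO and 100% = wells lacking LYPLA2 enzyme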
Target sequence (O95372 whole entry, looked up): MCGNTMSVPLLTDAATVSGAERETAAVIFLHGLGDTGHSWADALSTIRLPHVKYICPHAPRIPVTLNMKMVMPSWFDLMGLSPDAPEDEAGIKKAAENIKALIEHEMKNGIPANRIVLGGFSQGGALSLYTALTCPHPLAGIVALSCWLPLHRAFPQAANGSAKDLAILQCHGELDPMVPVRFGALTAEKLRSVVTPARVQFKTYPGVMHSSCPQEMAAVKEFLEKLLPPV
LYPLA1 counter – LYPLA1 (human) inhibition in PME1 counter-screen; recombinant LYPLA1, FP-Rh probe fluorescence polarization; inhibition, % at 5.9 µM; actives 0.16% (n = 320,000);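 active means inhibition above the mean of all tested compounds plus 3 SD, set per campaign, cut at about 14% in these data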;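 further: inhibitors block serine hydrolase probe labeling of LYPLA1 so polarization falls; 0% = enzyme with DMSO and 100% = wells lacking LYPLA1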
Target sequence (O75608 whole entry, looked up): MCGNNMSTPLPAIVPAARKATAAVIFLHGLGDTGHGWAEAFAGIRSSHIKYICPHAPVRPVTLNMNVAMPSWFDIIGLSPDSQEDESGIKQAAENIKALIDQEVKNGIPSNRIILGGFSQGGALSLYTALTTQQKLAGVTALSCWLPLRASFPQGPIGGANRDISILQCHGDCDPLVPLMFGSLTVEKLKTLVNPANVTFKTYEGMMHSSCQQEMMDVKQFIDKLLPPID
PAFAH1B3 FP inh – blocks human PAF acetylhydrolase 1B catalytic subunit 3. AID 492972. actives 0.28% (n = 340,000). Q15102. inhibition, % at 3.39 µM. recombinant PAFAH1B3, FP-rhodamine probe, fluorescence polarization;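 active means inhibition above the screen-wide average of all tested compounds plus 3 SD, cut at about 25% in these data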;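 further: 0% = enzyme with DMSO only and 100% = wells lacking PAFAH1B3 protein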
PAFAH1B2 FP inh – PAFAH1B2 (human) inhibition; P68402; recombinant PAFAH1B2, FP-rhodamine activity probe, fluorescence polarization; inhibition, % at 3.39 µM; actives 1.2% (n = 340,000); AID 492953;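 active means inhibition above the mean of all tested compounds plus 3 SD, cut at about 24% in these data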;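 further: 0% = enzyme with DMSO and 100% = wells lacking PAFAH1B2; many of its hits are not listed in these tables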
Target sequence (P68402 whole entry, looked up): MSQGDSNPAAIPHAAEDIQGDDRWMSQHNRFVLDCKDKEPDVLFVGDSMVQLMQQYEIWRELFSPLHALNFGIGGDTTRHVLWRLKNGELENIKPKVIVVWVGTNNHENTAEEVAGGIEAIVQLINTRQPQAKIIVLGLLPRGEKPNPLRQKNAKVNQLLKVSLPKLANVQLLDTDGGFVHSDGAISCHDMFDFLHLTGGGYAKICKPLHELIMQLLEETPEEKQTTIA
pPAFAH FP inh – inhibitors of human plasma PAF acetylhydrolase (pPAFAH). Q13093. recombinant pPAFAH, FP-rhodamine probe fluorescence polarization. inhibition, % at 3.39 µM. actives 1.5% (n = 330,000). AID 463082;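 active means inhibition above the mean inhibition across the screen plus 3 SD, cut at about 25% in these data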;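 further: inhibitors block binding of the rhodamine activity-based probe so polarization drops; 0% = enzyme with DMSO and 100% = wells lacking pPAFAH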
ZTA counter – ZTA (EBV) inhibition in EBNA-1 counter-screen; P03206; ZTA-DNA binding, fluorescence polarization; inhibition, % at 11 µM; actives 0.15% (n = 320,000); AID 2234; in the data active means inhibition above about 33%
Target sequence (P03206 whole entry, looked up): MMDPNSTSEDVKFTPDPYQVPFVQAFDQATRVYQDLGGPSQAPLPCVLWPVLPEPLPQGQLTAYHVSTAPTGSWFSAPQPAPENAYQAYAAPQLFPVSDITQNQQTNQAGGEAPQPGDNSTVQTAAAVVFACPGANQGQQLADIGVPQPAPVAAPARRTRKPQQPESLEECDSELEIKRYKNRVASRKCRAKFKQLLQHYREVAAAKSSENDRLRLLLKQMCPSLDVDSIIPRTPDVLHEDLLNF
PAFAH2 FP inh – PAFAH2 (human) inhibition; recombinant PAFAH2, FP-rhodamine activity probe, fluorescence polarization; inhibition, % at 3.39 µM; actives 0.99% (n = 340,000); AID 492956;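 active means inhibition above the mean over all tested compounds plus 3 SD, cut at about 30% in these data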;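 further: inhibitors block probe labeling of enzyme so polarization drops; 0% = enzyme with DMSO and 100% = wells lacking PAFAH2 protein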
PREPL inh – human PREPL enzyme inhibition; inhibition, % at 5.96 µM; actives 0.68% (n = 320,000); AID 2751; recombinant PREPL, fluorescence polarization activity-based probe; Q4J6C6; in the data active means inhibition above about 43%;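 further: 0% = enzyme with DMSO and 100% = wells lacking enzyme; many of its hits are not listed in these tables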
EBNA-1 inh – blocks EBNA-1 binding to DNA; EBNA-1 DNA binding, fluorescence polarization; inhibition, % at 14.8 µM; actives 0.34% (n = 300,000); in the data active means inhibition above about 28%
Starred values were filed as active, the others as inactive; · = no result given.

canonical_smiles,LYPLA2 counter,LYPLA1 counter,PAFAH1B3 FP inh,PAFAH1B2 FP inh,pPAFAH FP inh,ZTA counter,PAFAH2 FP inh,PREPL inh,EBNA-1 inh
COc1ccc(NS(=O)(=O)c2cc([N+](=O)[O-])ccc2N/N=C\c2c(C)[nH]c3ccccc23)cc1,-11,-15,-1,3,6,7,3,4,0
COc1ccc(C(=O)Cc2cnn(-c3ccccc3)c2)c(O)c1,4,2,2,5,0,4,-2,-2,2
O=C(Nc1ccc2c(c1)OCO2)C1COc2ccccc2O1 (stereo not given),4,3,4,-2,10,19,0,3,-7
COc1ccc([C@@H]2[C@@H]3C(=O)N(C(C)(C)C)C(=O)[C@@H]3[C@]3(C)C(=O)N(c4cccc(F)c4)C(=O)N23)cc1,1,2,5,1,3,-28,6,22,-4
O=C(Nc1nnc(-c2ccc(F)cc2)s1)c1c(F)cccc1Cl,6,-1,5,18,1,-12,1,-7,-7
Nc1nc(SCc2ccc(F)cc2)n[nH]1,-1,3,12,4,-1,3,9,-7,6
CNS(=O)(=O)c1ccc(NCC2COc3ccccc3O2)c([N+](=O)[O-])c1 (stereo not given),14,0,4,7,-1,-12,-2,-13,-11
COC(=O)c1c(NC(=O)C2C3C=CC(CC3)C2C(=O)O)sc(C)c1C (stereo not given),0,-1,-1,3,8,-2,3,14,7
FC(F)(F)c1cc(Cl)c2nnc(-c3ccccn3)n2c1,-5,-2,5,10,3,-3,9,2,4
Cc1nc2ccc(NC(=O)Cc3ccc(Br)cc3)cc2s1,7,0,9,1,3,-10,1,-8,-2
CCOc1ccc(NC(=S)N2c3ccccc3CC2C)cc1 (stereo not given),4,2,-1,-2,4,3,-4,3,6
Cc1cc(Nc2ccc(F)cc2)n2nc(C)nc2n1,-4,-5,5,9,-3,-5,-1,0,-14
O=C(OCC(=O)N1CCCC1=O)c1cccc(S(=O)(=O)N2CCOCC2)c1,-2,1,-1,-1,-1,0,0,7,-6
Cc1sc2ncnc(SCC(=O)c3cccs3)c2c1C,3,4,3,2,3,11,-1,5,13
C=CCn1c(N)cc(=O)nc1SCC(=O)Nc1ccccc1,11,7,12,-1,7,1,4,14,-8
CCc1cccc(C)c1NC(=O)CSc1nc2ccc(N3C(=O)c4ccccc4C3=O)cc2s1,-13,-10,-19,-9,7,4,-26,-3,-12
COc1ccc(-c2cc(C(N)=O)nc(N3CCCCCC3)n2)cc1,-4,-2,5,-3,0,5,1,-3,1
CCn1c(SCc2ccc(Cl)cc2)nc2nc3c(cc2c1=O)CCCC3,-3,-8,2,2,14,-6,-5,7,-6
O=C(Cc1ccc(S(=O)(=O)N2CCCC2)s1)NC1CCCCCC1,6,2,0,6,11,8,-1,23,2
Cc1ccc(C(=O)NCCc2nnc3ccc(SCC(=O)Nc4ccccc4F)nn23)cc1,1,-1,5,-1,2,16,5,1,4

By substructure: those above containing an NH in an aromatic ring
canonical_smiles,LYPLA2 counter,LYPLA1 counter,PAFAH1B3 FP inh,PAFAH1B2 FP inh,pPAFAH FP inh,ZTA counter,PAFAH2 FP inh,PREPL inh,EBNA-1 inh
COc1ccc(NS(=O)(=O)c2cc([N+](=O)[O-])ccc2N/N=C\c2c(C)[nH]c3ccccc23)cc1,-11,-15,-1,3,6,7,3,4,0
Nc1nc(SCc2ccc(F)cc2)n[nH]1,-1,3,12,4,-1,3,9,-7,6

(next part)
canonical_smiles,LYPLA2 counter,LYPLA1 counter,PAFAH1B3 FP inh,PAFAH1B2 FP inh,pPAFAH FP inh,ZTA counter,PAFAH2 FP inh,PREPL inh,EBNA-1 inh
COc1ccc(NC(=O)CCNC(=O)c2ccccc2Cl)cc1OC,2,1,8,10,1,-3,-2,5,8
CS(=O)(=O)N(CC(=O)Nc1ccccc1C(=O)NCc1ccccc1)c1ccc2c(c1)OCCO2,-8,-3,2,2,-1,-12,8,5,3
Cc1ccc(Nc2cc(C)nc3nc(C)nn23)c(C)c1,0,3,4,1,1,14,-5,9,-8
COC(=O)CSc1nc2sc3c(c2c(=O)n1-c1ccccc1)CCN(C)C3,0,0,0,0,8,-1,5,11,8
Nn1c(COc2ccccc2)nnc1SCc1cc(=O)[nH]c2ccccc12,-1,-3,8,2,-2,11,0,5,-12
COc1ccc(C(=O)N2CCC(C(N)=O)CC2)cc1S(=O)(=O)N1CCCC1,0,2,0,-5,1,11,-4,3,·
COCCNC(=O)c1ccc2c(c1)nc(C)n2-c1cc(OC)c(OC)c(OC)c1,4,-2,7,-1,3,-12,0,-5,0
Cc1c(Cl)cccc1NC(=O)CNCc1ccccc1F,0,1,10,6,0,-21,-1,9,-7
C=C(C)CSc1nc(N)c(C#N)c(-c2ccc(C)cc2)c1C#N,-1,0,4,1,-1,9,2,-3,6
CC(C)c1nnc(NC(=O)CC(=O)Nc2ccccc2C(=O)O)s1,0,-1,2,2,2,12,-14,-3,10
Cc1ccccc1CSCCNC(=O)c1ccc(Cl)c(S(=O)(=O)N2CCOCC2)c1,1,0,6,2,6,17,10,-2,-2
COc1ccc(C2=NOC(Cn3nc(C(=O)NCC4CC4)cc3-c3ccccc3)C2)cc1 (stereo not given),-1,0,2,5,-2,9,6,-15,3
COc1ccc(CCNC(=O)COc2ccc(S(=O)(=O)N3CCOCC3)cc2)cc1OC,2,1,-3,-2,0,-8,5,5,7
CCN(CC(=O)Nc1c(C(=O)OC)[nH]c2ccccc12)c1ccc2c(c1)OCO2,5,-3,8,18,7,-4,7,19,-1
N#Cc1nc(COc2ccccc2)oc1NCCCn1ccnc1,-1,-2,10,-2,1,6,-12,0,13
CCCCC(CC)Cn1c(O)c(/C=C2\C=NN=C2c2ccccc2)sc1=S (stereo not given),-7,-4,-9,-6,-2,-4,-18,-10,-12
COc1ccc(S(=O)(=O)N(CC(=O)NCC2CCCO2)c2ccc(F)cc2)cc1OC (stereo not given),7,4,0,-2,-3,-11,4,16,3
CC1CCCN(c2nc(NCc3ccco3)nc(N)c2[N+](=O)[O-])C1 (stereo not given),5,-3,2,5,8,2,0,11,3
COCCN(CC(=O)NC1CCCCC1)C(=O)CSc1nc2ccccc2o1,3,1,1,5,0,2,0,4,6
COc1ccc(N2C(=O)c3ccccc3NC2c2ccc(OC)c(Cn3nnc4ccccc43)c2)cc1 (stereo not given),4,-3,3,-3,0,7,-4,-10,16
COc1ccc([C@H]2CC(=O)C=C(c3ccccc3)C2)cc1OC,-2,-1,12,1,-3,-6,4,9,·
O=C(COC(=O)CNC(=O)c1ccccc1F)Nc1cccnc1Cl,6,0,0,-2,2,4,4,4,4
Cc1cccc(NC(=O)C2C3C=CC(C4CC34)C2C(=O)O)c1 (stereo not given),4,0,-3,-5,6,-3,0,-4,8
Cn1nc(C(=O)OCC(=O)c2ccc(Cl)cc2)c2ccccc2c1=O,·,·,9,9,1,·,4,6,·
COC(=O)C1=C(C)NC(=O)NC1c1cn(-c2ccccc2)nc1-c1cccs1 (stereo not given),7,0,6,4,4,2,2,5,6
CC(Sc1cccc[n+]1[O-])C(=O)Nc1ccc(Oc2ccccc2)cc1 (stereo not given),12,5,14,5,8,0,11,0,-1
CCOc1ccc(NC(=O)CC2C(=O)N(CC)C(=S)N2CCNC(C)=O)cc1 (stereo not given),5,3,-4,7,1,-13,0,10,-1
O=C(Cn1c(C(=O)NCC2CCCO2)cc2sccc21)c1ccccc1 (stereo not given),9,5,-2,1,9,-3,3,13,5
Cn1c(=O)c2c(nc(N3CCOCC3)n2CCCNC2=NCCCCC2)n(C)c1=O,-2,1,10,4,-4,-12,2,2,-6
CC1CCN(C(=S)c2cccc([N+](=O)[O-])c2)CC1,-2,0,-2,19,9,-9,1,6,3
COCCOC(=O)c1c(NC(=O)CN2CCOCC2)sc(C(N)=O)c1C,-1,-3,9,3,5,2,8,-3,-2
Cc1ccc(S(=O)(=O)c2cc3c(=O)n4ccccc4nc3n(CC3CCCO3)c2=N)cc1C (stereo not given),-4,-2,11,-2,6,2,0,5,8
Cc1ccc2cc3cc(C(=O)NCCCN4CCCCCC4)oc3nc2c1,0,-3,13,1,3,-8,2,0,2
Cc1ccc(C(=O)OCC(=O)NC2CCCC(C)C2C)cc1S(=O)(=O)N1CCCCC1 (stereo not given),-3,-6,9,4,13,2,39*,-3,·
O=C(CSc1ccc(-c2ccccn2)nn1)c1ccc([N+](=O)[O-])cc1,0,0,4,3,9,10,6,38,-9
Cc1c(Cl)cccc1NS(=O)(=O)c1ccc2c(c1)C1C=CCC1C(c1ccc(C(=O)O)cc1)N2 (stereo not given),-7,-8,37*,30*,92*,8,60*,25,1
CCN(CC)CCOC(=O)c1ccc(NC(=O)C(C)NC(=O)C23CC4CC(CC(C4)C2)C3)cc1 (stereo not given),-1,-2,4,5,-3,-16,-7,18,-6
CCCCCC1CC(CC(=O)NC(=S)Nc2ccc([N+](=O)[O-])cc2)C(=O)O1 (stereo not given),9,0,15,-16,1,5,2,-10,-2
CC(C)N1CCCC(CNC(=O)CCc2nnc(CCCCc3ccccc3)o2)C1 (stereo not given),2,2,6,1,2,10,4,19,6
O=C(NCc1cccnc1)NC1CC(=O)N(c2ccc3c(c2)OCCO3)C1 (stereo not given),4,2,2,-2,3,-6,-2,4,4
CC1=C(/C=C/C(C)=C/C=C/C(C)=C\C(=O)O)C(C)(C)CCC1,5,5,0,9,28*,-3,4,-6,2
C=CCNC(=O)Cc1c(OC)ccc2cc(Br)ccc12,-6,-1,14,0,0,8,-14,-9,2
Cc1ccccc1NC(=O)CNC(=O)c1ccc(C(F)(F)F)cc1,2,4,10,0,5,0,-2,2,7
COc1cc(/C=N/Nc2ccc(C(=O)O)cc2)cc(OC)c1OC,1,-2,8,0,4,4,1,-3,3
Cc1cc2cc(CNC(=O)c3ccco3)ccc2n1C,2,2,-1,7,8,5,-4,38,-1
O=C(c1ccc(F)cc1)N1CCCN(c2nc(-c3ccccc3)ns2)CC1,0,2,·,·,3,16,·,2,6
Nc1nc2c(c(=O)[nH]1)CN(Cc1ccccc1)CC2,-1,-1,2,8,3,18,-3,7,6
O=[N+]([O-])c1cccc2ccc(/C=C/c3ccc(Cl)cc3)nc12,-2,-2,-1,0,10,-10,-10,14,5
COc1cc2[nH]c3c(=O)n(N)c(=O)[nH]c3c2cc1OC,2,3,2,-1,3,-2,-4,-2,-4
Cc1ccc(OCC(=O)N(C)CC(=O)Nc2ccc(Cl)c(C(F)(F)F)c2)c([N+](=O)[O-])n1,-2,-6,2,-2,7,4,-11,38,·

(further entries)
canonical_smiles,LYPLA2 counter,LYPLA1 counter,PAFAH1B3 FP inh,PAFAH1B2 FP inh,pPAFAH FP inh,ZTA counter,PAFAH2 FP inh,PREPL inh,EBNA-1 inh
COc1ccc(S(=O)(=O)Nc2ccc(NC(C)=O)cc2)cc1,2,0,-3,0,-2,-1,-15,9,-5
N#Cc1cccc(NC(=O)COC(=O)c2ccccc2C(=O)c2ccc(Cl)c([N+](=O)[O-])c2)c1,15,1,11,0,0,0,59*,1,5
CCC(C)n1c(-c2cccs2)nc2nc3ccccc3nc21 (stereo not given),3,7,1,6,7,-9,3,-7,-5
COc1ccc(N2CCN(C(=O)NC(=O)c3ccccc3)CC2)cc1,2,0,-2,0,3,3,-3,4,-6
COc1ccccc1NC(=S)NC(NC(=O)CC(C)C)C(Cl)(Cl)Cl (stereo not given),-3,-1,11,6,4,-13,-1,-2,-9
COc1ccc(-c2cc(CNS(=O)(=O)c3ccc(NC(C)=O)cc3)on2)cc1,-2,-1,3,2,0,-1,-2,12,-12
Cc1cc(C(=O)CC#N)c(C)n1-c1c(C)n(C)n(-c2ccccc2)c1=O,-7,-1,-7,5,6,-11,2,1,-10

A portion of the library; count on the stated rates, not on these rows.
